# PLAP inhibition: inhibition of human placental alkaline phosphatase – biochemical, luminescence, HTS (AID 690); hit rate 0.08% among 96,000; inhibition, % at 20 µM; hits with a dose series show IC50 in µM; purified PLAP, luminescent substrate; higher % means a stronger effect; in the data active = a potency from the dose series; inactive = the rest, 99 in 100 with inhibition below about 30%; also: strong numbers were not always called active
# Bcl-B displacement: displacers of TR3 peptide from Bcl-B, primary screen, selectivity assay for Bfl-1 inhibitor project, biochemical, fluorescence polarization. FP displacement of FITC-TR3 peptide from Bcl-B; higher % means a stronger effect. hit rate 0.11% among 96,000. displacement, % at 20 µM, or IC50 in µM where a hit was titrated;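 active = displacement above 50% at 20 µM plus a fluorescence interference ratio under 1.5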;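 also: plate controls were wells without compound for no effect and wells lacking Bcl-B protein for full effect; a part of the inactive calls stands beside numbers as strong as those of hits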
# IL1B NFkB inh: blocks IL-1B driven NFkB nuclear translocation in HUVEC cells. hit rate 0.43% among 94,000. HUVEC IL-1B NFkB p65 nuclear translocation imaging. inhibition, % at 2 µM;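 active = inhibition above about 30% together with a positive call from visual inspection of the well image, limit read from the data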;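 also: nuclear over cytoplasmic p65 intensity ratio measured by imaging; 0% = IL-1B stimulated DMSO wells and 100% = unstimulated DMSO wells; values of inactives mirror those of a sister screen read the other way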
# NFkB transloc pot: enhances IL-1B driven NFkB nuclear translocation; HUVEC IL-1B NFkB p65 nuclear translocation imaging; hit rate 0.3% among 94,000; activation, % at 2 µM; AID 819;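 active = activation above 40%, about the mean plus 3 SD, also judged a hit on visual image review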;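 also: percent activation is computed from the nuclear over cytoplasmic p65 intensity ratio; values of inactives mirror those of a sister screen read the other way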
# MRP resist rev: reverses drug resistance mediated by MRP. H69AR cells + 2 uM doxorubicin, CellTiter-Glo, 72 h. differential viability (reversal), % at 10 µM. hit rate 0.04% among 85,000. AID 602;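 active = viability drop by adding the cancer drug above about 55%, with treated viability meeting a 40% cutoff, limit read from the data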;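 also: viability without doxorubicin minus viability with 2 µM doxorubicin for each compound; larger differential means the compound sensitizes cells more to doxorubicin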
# MRP resist rev cytotoxicity: further read-out of MRP resist rev, marked with its call; viability, %; H69AR cells, CellTiter-Glo, 72 h; measured here: cytotoxicity without doxorubicin
# MRP resist rev with doxorubicin: second read-out of MRP resist rev, no call of its own (marks repeat the call); viability, %; measured here: viability with 2 uM doxorubicin; active compounds read low
# IL1B NFkB inh cell count 2 µM: second read-out of IL1B NFkB inh, no call of its own (marks repeat the call); cell count; measured here: cells passing quality filter;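 raw number of nuclei counted in each imaged well without normalization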
# NFkB transloc pot cell count 2 µM: also measured in NFkB transloc pot; calls as there; cell count; measured here: cells passing quality filter
# * hit, by the source's call; / = not tested or not shown.
# Fields: PLAP inhibition	Bcl-B displacement	IL1B NFkB inh	IL1B NFkB inh cell count 2 µM	NFkB transloc pot	NFkB transloc pot cell count 2 µM	MRP resist rev	MRP resist rev cytotoxicity	MRP resist rev with doxorubicin
1. COc1ccc(CNc2cc(C)nc3ncnn23)c(OC)c1
→ 15%	-10%	-14	201	14	201	-5	81	86
2. CCc1nc(SCC(=O)Nc2sc(C)c(C)c2C(=O)OC)c2ccccc2n1
→ 6%	-12%	7	105	-7	105	/	/	/
3. CC1CCN(C(=O)c2ccc3c(c2)OCCO3)CC1
→ -8%	-1%	-10	118	10	118	-36	67	103
4. COc1cccc(CNC(=O)CCNC(=O)Cn2ccc3ccccc3c2=O)c1
→ 8%	1%	9	201	-9	201	/	/	/
5. COc1ccc(/C=N/S(=O)(=O)c2cccs2)cc1
→ 14%	2%	-18	148	18	148	7	101	94
6. Cc1ccc(C)c(N(C(=O)Cn2nnc(-c3cccs3)n2)C(C(=O)NC2CCCC2)c2ccncc2)c1 (stereo not given)
→ -22%	10%	3	169	-3	169	/	/	/
7. NC(=O)CSc1nnc(-c2cccnc2)n1Cc1ccccc1
→ /	/	-24	128	24	128	2	107	105
8. Cc1cc(NC(=O)CSc2nc3c(c(=O)n2-c2ccccc2)SC(C)C3)no1 (stereo not given)
→ 8%	-2%	/	/	/	/	19	94	76
9. Cc1ccc(C(=O)NC2CC(C)(C)NC(C)(C)C2)c(C)c1
→ 12%	25%	-28	168	28	168	26	120	93
10. Cc1cc(NC(=O)CN2CCN(c3ncccn3)CC2)no1
→ 1%	6%	9	118	-9	118	-5	81	86
11. Cc1cc(/C=c2/sc3nc4ccccc4n3c2=O)c(C)n1-c1ccccn1
→ -30%	-96%	-18	66	18	66	3	70	67
12. CCOc1ccc(OCC)c(-c2c(=O)n(OCc3ccccc3C(=O)OC)c3ccccc3[n+]2[O-])c1
→ -29%	2%	-16	142	-4	149	/	/	/
13. C1CCCC(N2CCNCC2)CC1
→ /	/	-5	114	5	114	-16	83	99
14. O=C(Nc1ccc(F)cc1F)c1cccnc1
→ 8%	6%	/	/	/	/	2	97	96
15. COc1ccc(CCNC(=O)CCCn2c(SCC#N)nc3ccccc3c2=O)cc1OC
→ 3%	4%	14	140	-14	140	-8	69	76
16. Cc1cc(=O)c2c(C)nn(-c3ccccc3)c2[nH]1
→ 1%	-1%	-6	82	6	82	/	/	/
17. O=P(CCCCCCCCCP(=O)(c1ccccc1)c1ccccc1)(c1ccccc1)c1ccccc1
→ /	-20%	-8	179	7	179	/	/	/
18. O=C(NC1CCN(C(=O)N2c3ccccc3Sc3ccccc32)CC1)c1ccco1
→ 8%	6%	/	/	/	/	-1	96	97
19. CCOC(=O)c1ccc2c(c1)nc(SCC(=O)c1cc3ccccc3o1)n2CC
→ -72%	-68%	-14	174	13	174	-10	59	69
20. CC(=O)c1ccc2cccc3c2c1N=CN3C
→ -5%	12%	-16	169	7	146	/	/	/
21. CCOC(=O)c1sc(Nc2nc3c(OC)cccc3s2)nc1C
→ 8%	2%	/	/	/	/	/	/	/
22. Cc1ccc(C(=O)N2c3ccccc3N(Cc3ccccc3)C(=O)C2(C)C)cc1
→ -2%	1%	-12	166	12	166	-36	43	79
23. O=C(N[C@@H](Cc1ccccc1)C(=O)NC1CCCCC1)c1ccco1
→ -14%	-10%	0	141	0	141	/	/	/
24. O=C1CC(c2ccc(F)c(Br)c2)C2=C(CCCC2=O)N1 (stereo not given)
→ 2%	-13%	/	/	/	/	2	97	95
25. Clc1cccc(-c2ccc(/C=N/n3cnnc3)o2)c1Cl
→ /	/	-9	112	9	112	24	106	82
26. Cc1cc(NC(=O)CSc2nnc(-c3ccc(Br)o3)n2Cc2ccccc2)no1
→ 8%	-4%	10	188	-10	188	-1	76	77
27. CC(=O)c1ccc(OCCCC(=O)NC2=NCCS2)cc1
→ -35%	-7%	-5	161	5	161	/	/	/
28. O=c1c2sc(-c3ccccc3)cc2nc2n1CCC2
→ /	/	-1	93	1	93	6	84	77
29. O=C(Nc1ccccc1)OCc1cc(-c2ccc(Cl)cc2)on1
→ -9%	14%	0	80	0	80	/	/	/
30. CCn1ncc(C2=NOC(C(=O)NCCc3ccccc3)C2)c1C (stereo not given)
→ 27%	1%	2	190	-2	190	12	93	81

# Entries by screen from above:
# Nos. 19 to 26 in Bcl-B displacement, in turn: -68%, 12%, 2%, 1%, -10%, -13%, /, -4%

# Looked up above.
# For MRP resist rev, `Cc1cc(NC(=O)CSc2nc3c(c(=O)n2-c2ccccc2)SC(C)C3)no1` (stereo not given) has the entry 19
# For PLAP inhibition, `CCOC(=O)c1ccc2c(c1)nc(SCC(=O)c1cc3ccccc3o1)n2CC` has the entry -72%
# For PLAP inhibition, `CC1CCN(C(=O)c2ccc3c(c2)OCCO3)CC1` has the entry -8%
# For MRP resist rev cytotoxicity, `Cc1cc(NC(=O)CSc2nnc(-c3ccc(Br)o3)n2Cc2ccccc2)no1` has the entry 76
# For MRP resist rev cytotoxicity, `COc1ccc(CCNC(=O)CCCn2c(SCC#N)nc3ccccc3c2=O)cc1OC` has the entry 69
# For MRP resist rev, `Clc1cccc(-c2ccc(/C=N/n3cnnc3)o2)c1Cl` has the entry 24
# For NFkB transloc pot, `CCn1ncc(C2=NOC(C(=O)NCCc3ccccc3)C2)c1C` (stereo not given) has the entry -2

# Other records.
# Letter code – A = PLAP inhibition; B = Bcl-B displacement; C = IL1B NFkB inh; D = IL1B NFkB inh cell count 2 µM; E = NFkB transloc pot; F = NFkB transloc pot cell count 2 µM; G = MRP resist rev; H = MRP resist rev cytotoxicity; I = MRP resist rev with doxorubicin
31) c1ccc(-n2ncc3c(N4CCN(c5ccccn5)CC4)nc(N4CCCCC4)nc32)cc1
  A = -11%	B = -1%	C = /	D = /	E = /	F = /	G = 0	H = 84	I = 83

32) N#CC1=C(N)Oc2n[nH]c(-c3ccccc3)c2C1c1ccncc1 (stereo not given)
  A = -62%	B = 0%	C = 5	D = 137	E = -5	F = 137	G = -3	H = 102	I = 105

33) CCc1nnc(NC(=O)CSc2nnc(-c3cccnc3)n2CC)s1
  A = -16%	B = 2%	C = 5	D = 145	E = -5	F = 145	G = 11	H = 97	I = 86

34) O=C(NCC1COc2ccccc2O1)c1ccco1 (stereo not given)
  A = 3%	B = -20%	C = -8	D = 151	E = 8	F = 151	G = /	H = /	I = /

35) COc1ccc(C(=O)Nc2nc3nc(-c4ccccc4)cc(=O)n3[nH]2)cc1
  A = -67%	B = -11%	C = -8	D = 170	E = 8	F = 170	G = /	H = /	I = /

36) Cc1nc(-c2ccccn2)sc1C(=O)Nc1ccc(F)cc1F
  A = -7%	B = 2%	C = 14	D = 180	E = -14	F = 180	G = /	H = /	I = /

37) Cc1ccc2[nH]c(=O)c(CN(Cc3ccccc3Cl)C(=O)N3CCOCC3)cc2c1
  A = -27%	B = -4%	C = -7	D = 179	E = 7	F = 179	G = -12	H = 82	I = 94

38) CCn1c(-c2ccccc2)ccc(C#N)c1=O
  A = 4%	B = -6%	C = 6	D = 139	E = -6	F = 139	G = /	H = /	I = /

39) C=CCn1cc(C(=O)OC)c(=O)c2cc(S(=O)(=O)N(CC)CC)ccc21
  A = 10%	B = -10%	C = -4	D = 177	E = 4	F = 177	G = 2	H = 91	I = 89

40) CCOC(=O)C(=Cc1ccc(F)cc1)C(=O)OCC
  A = 2%	B = -9%	C = 19	D = 140	E = -19	F = 140	G = /	H = /	I = /

41) Cc1noc(NS(=O)(=O)c2ccc(NC(=O)CCCOc3ccc(Cl)cc3Cl)cc2)c1C
  A = /	B = /	C = -9	D = 154	E = 9	F = 154	G = 17	H = 101	I = 84

42) O=C(C1CCCN(S(=O)(=O)c2cccc3nonc23)C1)N1CCN(c2ccccc2)CC1 (stereo not given)
  A = -35%	B = -8%	C = 6	D = 172	E = -6	F = 172	G = 1	H = 85	I = 85

43) Cc1cccnc1NC(=O)c1c(O)c2ccccc2n(C)c1=O
  A = -13%	B = 1%	C = 8	D = 120	E = -8	F = 120	G = -4	H = 5	I = 10

44) COc1cc(OC)c(C2CC(=O)N3CN(c4ccc(C)cc4)CSC3=C2C#N)cc1OC (stereo not given)
  A = -18%	B = -4%	C = -2	D = 156	E = 2	F = 156	G = 43	H = 101	I = 58

45) C=CCNc1ncnc2c1ncn2C1OC(CO)C(O)C1O (stereo not given)
  A = 3%	B = 7%	C = 1	D = 153	E = -1	F = 153	G = -13	H = 31	I = 44

46) Oc1ccc2ccc3cccc[n+]3c2c1
  A = /	B = /	C = 13	D = 53	E = -13	F = 53	G = 5	H = 89	I = 84

47) COc1ccc(NC(=O)C=C(C)C)cc1Cl
  A = -2%	B = -10%	C = 6	D = 167	E = -6	F = 167	G = 10	H = 78	I = 68

48) CC(C)=CC(=O)Nc1nnc(-c2cccnc2)s1
  A = -7%	B = -2%	C = 9	D = 100	E = -9	F = 100	G = 1	H = 95	I = 94

49) COc1ccc(OC)c(-n2c(C)nc3cc(C(=O)O)ccc32)c1
  A = -20%	B = 19%	C = -3	D = 83	E = 3	F = 83	G = -19	H = 80	I = 99

50) NC(=O)CSc1nnc(-c2ccc(O)cc2)n1Cc1ccco1
  A = /	B = /	C = -2	D = 122	E = 2	F = 122	G = 0	H = 97	I = 96

51) Cc1c(CCC(C)C)c(=O)n2c([nH]c3ccccc32)c1C#N
  A = -7%	B = 6%	C = -4	D = 166	E = 4	F = 166	G = -2	H = 31	I = 33

52) COc1ccc(C2SCCN2S(=O)(=O)c2ccc(F)cc2)cc1OC (stereo not given)
  A = -4%	B = -5%	C = -2	D = 152	E = 2	F = 152	G = 3	H = 87	I = 84

53) CCOC(=O)CSc1nc(NCc2ccco2)c2ccccc2n1
  A = -2%	B = -5%	C = 7	D = 92	E = -7	F = 92	G = -7	H = 95	I = 102

54) O=[N+]([O-])c1cc(/C=N/N2CCN(C3c4ccccc4-c4ccccc43)CC2)ccc1Cl
  A = 4%	B = -4%	C = -6	D = 198	E = 6	F = 198	G = /	H = /	I = /

55) Cc1ccc(C2C3=C(CC(C)(C)CC3=O)Nc3[nH]c(=S)[nH]c(=O)c32)cc1 (stereo not given)
  A = -59%	B = 2%	C = /	D = /	E = /	F = /	G = 7	H = 103	I = 95

56) Cc1cccc(NC(=O)c2ccc(Cn3cc(C(F)(F)F)ccc3=O)cc2)c1
  A = -2%	B = -5%	C = 0	D = 89	E = 0	F = 89	G = /	H = /	I = /

# Random excerpt: 5 records from the list, in no set order.
# Letter code – A = PLAP inhibition; B = Bcl-B displacement; C = IL1B NFkB inh; D = IL1B NFkB inh cell count 2 µM; E = NFkB transloc pot; F = NFkB transloc pot cell count 2 µM; G = MRP resist rev; H = MRP resist rev cytotoxicity; I = MRP resist rev with doxorubicin
7) NC(=O)CSc1nnc(-c2cccnc2)n1Cc1ccccc1
  A = /	B = /	C = -24	D = 128	E = 24	F = 128	G = 2	H = 107	I = 105

40) CCOC(=O)C(=Cc1ccc(F)cc1)C(=O)OCC
  A = 2%	B = -9%	C = 19	D = 140	E = -19	F = 140	G = /	H = /	I = /

29) O=C(Nc1ccccc1)OCc1cc(-c2ccc(Cl)cc2)on1
  A = -9%	B = 14%	C = 0	D = 80	E = 0	F = 80	G = /	H = /	I = /

8) Cc1cc(NC(=O)CSc2nc3c(c(=O)n2-c2ccccc2)SC(C)C3)no1 (stereo not given)
  A = 8%	B = -2%	C = /	D = /	E = /	F = /	G = 19	H = 94	I = 76

22) Cc1ccc(C(=O)N2c3ccccc3N(Cc3ccccc3)C(=O)C2(C)C)cc1
  A = -2%	B = 1%	C = -12	D = 166	E = 12	F = 166	G = -36	H = 43	I = 79

# An excerpt from above, limited to MRP resist rev cytotoxicity, IL1B NFkB inh cell count 2 µM and MRP resist rev with doxorubicin:
No.	compound	MRP resist rev cytotoxicity	IL1B NFkB inh cell count 2 µM	MRP resist rev with doxorubicin
48	CC(C)=CC(=O)Nc1nnc(-c2cccnc2)s1	95	100	94
49	COc1ccc(OC)c(-n2c(C)nc3cc(C(=O)O)ccc32)c1	80	83	99

# Screening results: PubChem BioAssay, several laboratories

# These rows are one share of the data, so the mix of outcomes need not match the whole.
